# Assay outcomes deposited in PubChem BioAssay by Sanford-Burnham Center for Chemical Genomics.
# TIM10 inh: inhibits growth of TIM10 yeast strain; inhibition, % at 10 µM; S. cerevisiae TIM10 strain growth, BacTiter-Glo luminescence, 24 h; 330,000 compounds, 1.4% hits;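 active = inhibition of 40% or more at the single tested concentration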;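 note: wild-type TIM10 isogenic control strain grown at permissive 25 °C; 0% = DMSO yeast wells and 100% = minimal medium wells without yeast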
# CXCR6 block: CXCR6 (human) receptor inhibition. CHO-K1 PathHunter CXCR6 beta-arrestin, luminescence. inhibition, % at 20 µM. O00574. 360,000 compounds, 0.36% hits. AID 602244; in the data active = inhibition above about 34%, passing the limit was not always enough;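 note: antagonist mode with CXCL16 agonist at 10 nM final; 0% = 10 nM CXCL16 with DMSO and 100% = unstimulated wells without agonist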
# Target sequence (O00574 whole entry, looked up): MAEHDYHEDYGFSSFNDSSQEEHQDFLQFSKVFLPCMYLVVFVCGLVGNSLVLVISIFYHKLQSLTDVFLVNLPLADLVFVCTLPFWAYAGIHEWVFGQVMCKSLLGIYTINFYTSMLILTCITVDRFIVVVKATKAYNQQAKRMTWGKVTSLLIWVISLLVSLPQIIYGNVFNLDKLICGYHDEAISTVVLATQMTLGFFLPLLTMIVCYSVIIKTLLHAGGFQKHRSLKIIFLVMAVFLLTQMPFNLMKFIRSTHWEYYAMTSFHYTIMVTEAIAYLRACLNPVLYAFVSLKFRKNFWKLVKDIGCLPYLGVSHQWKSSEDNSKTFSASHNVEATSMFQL
# APJ antag: blocks the human apelin receptor APJ. CHO-K1 APJ beta-arrestin complementation, luminescence. inhibition, % at 20 µM. 330,000 compounds, 0.32% hits. AID 2521;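 active = inhibition above about 40% at 20 µM, limit read from the data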;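 note: cells challenged with 10 nM apelin-13 agonist together with compound; plate controls were apelin-13 plus DMSO wells for no effect and DMSO wells lacking apelin-13 for full effect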
# Target sequence (P35414 whole entry, looked up): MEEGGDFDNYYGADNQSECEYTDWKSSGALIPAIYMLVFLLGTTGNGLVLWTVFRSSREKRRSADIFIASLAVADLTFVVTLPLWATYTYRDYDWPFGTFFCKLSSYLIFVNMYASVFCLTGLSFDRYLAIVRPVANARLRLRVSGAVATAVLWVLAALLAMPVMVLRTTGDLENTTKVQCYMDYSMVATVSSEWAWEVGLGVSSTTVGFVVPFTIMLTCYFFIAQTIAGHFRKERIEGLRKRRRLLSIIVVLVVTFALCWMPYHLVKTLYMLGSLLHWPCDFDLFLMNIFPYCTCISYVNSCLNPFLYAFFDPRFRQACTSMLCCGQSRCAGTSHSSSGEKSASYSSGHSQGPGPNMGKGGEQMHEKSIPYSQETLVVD
# XBP1 UPR activ: adaptive UPR (XBP1) activation; AID 463104; 330,000 compounds, 0.33% hits; activation, % at 20 µM; CHO-XBP1 luciferase reporter, IRE1-XBP1 UPR activation, luminescence; percent of tunicamycin response, DMSO as zero;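 active = versus positive control, 20 µM dose yields 30% or more activation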;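 note: 100% = tunicamycin at 10 µg/mL and 0% = DMSO only wells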
#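 Material – CHO cell line with stable XBP1 luciferase reporter · Buffer or medium – F12 plus 10% FBS · Compound – single point, 20 µM final compound, 1% DMSO · Schedule – 16-18 h cell attachment at 37 °C, then 6 h compound exposure · Signal – Steady-Glo luminescence read · Benchmarks – high control tunicamycin 10 µg/mL final, low control DMSO vehicle only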
# UPR CHOP act: activators of apoptotic arm of unfolded protein response (CHOP); CHO-CHOP luciferase reporter, UPR activation, luminescence; percent of tunicamycin response over DMSO baseline; activation, % at 10 µM; 330,000 compounds, 0.34% hits; AID 449763;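 active = at 10 µM dose, activation of 40% or more, normalized to positive control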;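 note: 100% = tunicamycin at 10 µg/mL and 0% = DMSO alone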
#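 assay system = CHO CHOP reporter cells | amount = 500 CHO-CHOP cells per well | buffer or medium = F12 with 10% FBS | incubation = 16-18 h cell attachment, then 6 h compound exposure, 37 °C | detection = luminescence read with Steady-Glo | read-out = percent activation relative to tunicamycin control | controls = tunicamycin high control, DMSO low control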
# APJ agonist: activates the human apelin receptor APJ | P35414 | CHO-K1 APJ PathHunter beta-arrestin, luminescence; 0% DMSO wells, 100% apelin | activation, % at 20 µM | 330,000 compounds, 0.11% hits;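 active = activation more than six SD over the plate average, tested at 20 µM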;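 note: 0% = DMSO alone and 100% = apelin-13 at 10 nM; some results filed as inactive read as strong as hits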
#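 system = engineered CHO-K1 APJ arrestin reporter cells | input = 1000 cells per well | timing = overnight seeding, 90 min compound at 25 °C, 1 h detection | measured by = enzyme-fragment complementation luminescence | read-out = beta-arrestin recruitment to APJ as agonist activity, luminescent signal | control set = negative DMSO alone, positive Apelin-13 at 10 nM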
# tim10-1 inh: growth inhibitors of tim10-1 mutant yeast. S. cerevisiae tim10-1 ts strain growth, BacTiter-Glo, 24 h. inhibition, % at 20 µM. 330,000 compounds, 2.2% hits. AID 463190;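 active = inhibition of at least 40%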;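 note: mutant grown at 25 °C; 0% = DMSO wells with yeast and 100% = wells holding no yeast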
# tim23-1 inh: tim23-1 yeast growth inhibition. S. cerevisiae tim23-1 growth, BacTiter-Glo luminescence, 24 h. AID 463212. 330,000 compounds, 1.3% hits. inhibition, % at 20 µM;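 active = growth inhibition of the mutant yeast at or above 50%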;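 note: temperature-sensitive mutant grown at 25 °C; plate controls were DMSO-treated mutant yeast for no effect and medium wells lacking yeast for full effect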
# Mdm2 MdmX PPI: disrupts the human Mdm2-MdmX interaction | SaOS-2 split-luciferase Mdm2/MdmX complementation, luminescence | inhibition, % at 8 µM | 330,000 compounds, 3% hits | AID 485346;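 active = inhibition of at least 50% at 8 µM in the primary screen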
# * marks the source's active call; other numbers are inactive results; . = no result given.
SMILES,tim10-1 inh,CXCR6 block,APJ antag,Mdm2 MdmX PPI,APJ agonist,XBP1 UPR activ,UPR CHOP act,tim23-1 inh,TIM10 inh
CC1Cc2ccccc2N1C(=O)c1ccc2snnc2c1 (configuration not stated),23.8,1.2,9.7,1.4,-2.6,-0.3,-2.4,21.0,20.0
Cc1ccc(C)c(S(=O)(=O)Nc2ccc(C(=O)N3CCC3)cc2)c1,8.0,-6.1,-13.4,8.5,2.0,-2.9,1.7,10.9,3.7
CC(=O)Nc1ccc(S(=O)(=O)NNC(=O)COc2cccc(C)c2)cc1,-5.7,-11.6,-12.8,-3.2,-2.4,-0.5,-0.7,-7.4,-6.5
O=C(c1cc2c(ccc3ccccc32)o1)N1CCCCC1,17.7,-3.0,1.7,-159.2,-5.1,-6.2,2.3,27.8,-7.6
COCCOC(=O)C1=C(C)N(c2ccccc2)C(=S)NC1c1ccccc1C(F)(F)F (configuration not stated),23.1,6.8,19.3,20.7,-2.5,-3.4,-0.9,26.6,7.9
Cc1cc(C)c(NC(=O)COc2ccc(-n3cnnn3)cc2)c(C)c1,4.0,-4.8,2.4,12.4,5.7,-5.4,-1.8,1.4,1.5
O=c1c2cc(NC(=S)N3CCCC3)ccc2nc2n1CCCCC2,1.5,-14.7,-2.6,2.8,-3.4,0.3,0.5,0.2,0.5
Cc1ccc(S(=O)(=O)N2CCN(S(=O)(=O)c3ccccc3Br)C2=O)cc1,3.9,5.1,.,23.3,.,1.2,1.5,30.3,-14.1
COc1ccccc1CN1CCN(C(CC(C)C)c2nnnn2Cc2cccs2)CC1 (configuration not stated),23.9,3.2,10.5,35.2,-6.0,-1.2,0.5,19.3,13.6
N#CCCN1CCN(CCC#N)CC1,2.4,-3.7,4.2,7.4,-6.3,-2.7,-1.7,12.1,-2.2
CCN(CC)c1nc(Nc2ccccc2)nc(Oc2ccc(=O)n(C)n2)n1,16.6,-1.2,-2.6,63.5*,2.7,3.6,0.7,-0.7,-3.7
CCOC(=O)c1c(NC(=O)CSc2nnc(C)c(=O)[nH]2)sc2c1CCCC2,25.2,3.6,5.0,11.5,0.7,-0.8,-0.6,22.4,8.5
CC(C)C(NC(=O)CN1C(=O)c2ccccc2S1(=O)=O)C(C)C,-7.2,-1.7,-7.5,-16.6,-2.8,-2.2,-2.3,8.7,8.3
CCn1c(C)c(C(C)=O)c(N2CCN(C(=O)c3ccco3)CC2)nc1=S,6.9,2.7,11.5,19.9,-4.2,-1.9,0.2,-6.8,-4.3
C=CCn1c(SCC(=O)NCc2ccco2)nnc1C1CCCCC1,12.3,9.4,3.4,0.8,-7.4,-1.8,-2.3,-1.8,7.2
Cc1cc(NC(=O)c2cccc(S(=O)(=O)N(C)C)c2)n(-c2ccccn2)n1,2.9,5.2,-7.9,8.7,5.5,2.0,-1.2,24.6,5.0
Cc1nnc(SCc2cccs2)[nH]c1=O,-5.8,-6.2,1.6,-11.2,-1.2,-2.7,-0.9,-3.3,0.8
CCOC(=O)c1c(C)n(C)c2ccc(O)c(CN(C)C)c12,0.5,3.6,-8.2,30.8,-2.8,-1.3,-0.6,-3.3,2.2
CC(C)c1ccc2[nH]c(O)c(N=NC(=O)c3cccc(S(=O)(=O)N4CCCCC4)c3)c2c1,17.3,16.1,2.4,49.1,1.7,2.5,2.2,34.7,23.3
CC(OC(=O)c1ccccc1Br)C(=O)Nc1nc(-c2cccc([N+](=O)[O-])c2)cs1 (configuration not stated),0.6,3.8,-4.3,-4.6,-2.0,0.8,0.7,-2.1,-2.5
CC1CCCCC1NC(=O)c1ccc(-n2cncn2)cc1 (configuration not stated),-16.6,-5.9,-9.3,1.1,-3.0,-0.4,1.0,7.2,-4.0
COc1cc(NC(=O)c2ccc(=O)[nH]n2)cc(OC)c1OC,6.5,3.9,-5.9,7.5,1.3,-1.2,2.1,3.6,-16.4
COc1ccc(C(=O)Nc2ccnn2C2CCN(Cc3cnn(C)c3)CC2)cc1,-6.6,-3.4,-2.8,17.7,-2.3,-7.6,-0.8,5.6,4.4
CC(Oc1ccccc1)C(=O)NC1CCN(Cc2ccccc2)CC1 (configuration not stated),-12.9,-4.6,-3.3,-1.6,-4.9,-5.5,-0.4,-12.4,-21.1
O=C(NCCc1ccccc1)c1ccc(NC2=NC3CS(=O)(=O)CC3S2)cc1 (configuration not stated),6.4,0.0,9.6,-43.3,4.3,-2.3,-1.1,13.7,-2.9
COC(=O)c1ccccc1NC(=O)c1cccnc1,10.9,0.5,8.6,-18.7,-1.6,-0.7,0.5,9.5,3.8
O=C(COc1ccccc1)N=C1SC2CS(=O)(=O)CC2N1c1ccc(F)cc1 (configuration not stated),5.5,0.1,8.8,25.2,0.8,-2.5,-2.3,-1.2,2.7
CCn1c(=O)n(CC)c2cc(NC(=O)CSc3ccc([N+](=O)[O-])cn3)ccc21,-2.5,-4.7,-5.9,45.5,4.5,4.5,-0.4,4.4,20.0
CCCOC(=O)Nc1ccc(S(=O)(=O)Nn2cnnc2)cc1,13.6,6.8,28.9,10.7,-5.2,0.5,-1.0,2.3,0.6
COc1cc2c(cc1OC)C(c1cccnc1)CC(=O)N2 (configuration not stated),-2.7,-1.2,-74.5,-9.3,-2.5,1.8,-1.1,13.0,-1.6
CCOc1ccc(S(=O)(=O)NCCC(=O)N2CCCCCCC2)cc1,2.4,-0.7,25.1,-21.7,10.0,-2.0,-1.1,17.9,-3.9
CCc1nnc(NC(=O)c2ccc(Br)c(S(=O)(=O)N3CCOCC3)c2)s1,-6.1,-4.9,7.0,-0.1,-1.8,-1.8,0.6,-5.0,-11.5
COc1ccc(S(=O)(=O)N2CCC(C(=O)Oc3c(OC)cccc3OC)CC2)cc1OC,7.7,7.3,10.6,10.5,-0.8,-4.7,2.2,15.4,17.7
COc1ccc(/C=C2/C(=O)C(C)(C(C)C)CCC2C)cc1 (configuration not stated),2.3,-5.5,-14.2,10.5,-4.6,3.6,4.0,5.4,-34.2
Cc1[nH]n(C(N)=S)c(=O)c1N=Nc1ccc(Br)cc1,-35.8,2.4,17.4,-141.8,-8.2,-3.0,6.1,46.1,8.7
CCOc1ccc(Nc2nc(Cc3nnc(SCC(=O)c4ccc(C)cc4)o3)cs2)cc1,2.4,-3.4,-1.0,22.3,6.3,-3.5,1.6,-2.6,1.3
Cc1nc2sc(C(c3ccc(Cl)cc3)N3CCOCC3)c(O)n2n1 (configuration not stated),-0.9,-6.5,-2.7,-23.0,-2.3,-1.7,-1.3,52.9*,1.4
CCS(=O)(=O)N1CCC(C(=O)NCc2ccc3c(c2)OCO3)CC1,12.9,-2.5,-8.7,-12.6,-0.7,1.3,-0.3,18.6,17.9
CC1C2CC(C(S(=O)(=O)N3CCOCC3)C2=O)C1(C)C (configuration not stated),13.6,-3.8,-5.5,-13.5,-0.2,-1.0,-1.0,16.6,-1.9
OC1=C(O)c2nc3cc(C(F)(F)F)ccc3nc21,-5.1,-0.6,-37.5,-2.7,1.2,0.0,0.1,1.4,-6.0
CCOC(=O)C1=C(C)Nc2ccccc2N=C1NC(=O)c1oc2ccccc2c1COC,-4.6,-5.7,-22.2,59.0*,-1.6,-3.9,1.8,1.0,-4.5
Cc1ccc(Cn2nnc3c(=O)[nH]c(C4CCN(S(=O)(=O)c5ccc(C)cc5)CC4)nc32)cc1,22.4,-7.6,9.3,29.0,-4.7,0.6,0.9,1.1,7.7
CCOc1ccc(N=Cc2ccc3ccccc3c2)cc1,14.3,-6.1,6.5,-4.1,-0.1,-0.3,2.6,11.5,-1.9
CCN(CC(=O)Nc1ccc(S(=O)(=O)N2CCOCC2)cc1)Cc1ccccc1,28.6,2.5,-63.1,-9.7,-3.1,1.3,-0.1,19.1,14.9
O=C(O)Cc1ccc(C(=O)c2ccccc2F)s1,5.2,-1.9,3.6,-5.4,-5.9,-1.4,0.6,26.7,-1.0

# A different layout for some results above.
Cc1nc2sc(C(c3ccc(Cl)cc3)N3CCOCC3)c(O)n2n1 (configuration not stated)
  tim10-1 inh: -0.9; CXCR6 block: -6.5; APJ antag: -2.7; Mdm2 MdmX PPI: -23.0; APJ agonist: -2.3; XBP1 UPR activ: -1.7; UPR CHOP act: -1.3; tim23-1 inh: 52.9*; TIM10 inh: 1.4
OC1=C(O)c2nc3cc(C(F)(F)F)ccc3nc21
  tim10-1 inh: -5.1; CXCR6 block: -0.6; APJ antag: -37.5; Mdm2 MdmX PPI: -2.7; APJ agonist: 1.2; XBP1 UPR activ: 0.0; UPR CHOP act: 0.1; tim23-1 inh: 1.4; TIM10 inh: -6.0

# (more compounds)
SMILES,tim10-1 inh,CXCR6 block,APJ antag,Mdm2 MdmX PPI,APJ agonist,XBP1 UPR activ,UPR CHOP act,tim23-1 inh,TIM10 inh
COc1ccccc1C(=O)Nc1ccc(OCC(=O)N2CC(C)CC(C)C2)cc1 (configuration not stated),13.5,-4.8,4.2,-24.3,-4.1,0.8,3.4,32.8,7.7
CCOc1ccc(CNC(=S)N/N=C/c2ccc(OC)c(OC)c2)cc1,18.9,-2.4,10.7,-7.8,1.3,0.1,1.9,22.0,27.0
COc1cc(C(=O)OCC(=O)N2CCCC2=O)cc(OC)c1C,9.0,5.7,-6.5,1.1,-2.6,0.3,0.3,17.1,12.5
O=C(Nc1cccnc1Cl)c1cc(-c2cccc(Cl)c2)on1,-2.2,-6.7,-13.6,20.8,1.7,12.0,3.2,-7.4,5.4
Cc1ccc(-n2c(C)nn(CCOc3ccccc3)c2=O)cc1,19.0,9.3,3.8,-33.5,-1.3,-2.5,3.5,3.0,7.1
COCCn1c(=NC(=O)c2ccc(S(=O)(=O)N3CCCc4ccccc43)cc2)sc2cc(S(C)(=O)=O)ccc21,20.2,3.3,8.7,18.8,-3.1,-1.2,2.1,4.8,12.4
c1cncc(CSc2ccc(-c3cccs3)nn2)c1,-28.5,-4.5,-31.1,-20.2,-0.3,1.8,4.3,-5.0,-7.8
CC(SC(=S)N(C)Cc1cccs1)C(=O)O (configuration not stated),-3.2,-4.3,0.9,-11.1,2.8,3.5,-0.3,16.1,9.5
CCOC(=O)N1CCN(CCC(=O)Nc2ccc(OC(F)(F)F)cc2)CC1,14.9,-13.1,11.8,9.3,6.3,-0.5,0.9,13.5,13.7
O=S(=O)(NC(=NCc1ccccc1)c1ccc(F)cc1)c1ccc(Cl)cc1,-9.2,2.8,-4.9,-13.2,-1.2,-2.6,-3.1,19.4,2.7
CCOC(=O)Cn1c(=O)c2c(nc3n2CCS3)n(C)c1=O,8.6,-8.7,-24.0,-6.0,3.1,-0.4,0.1,21.3,-8.2

# This is a subset, so the mix of outcomes need not match the whole.
